# EBV gp42 inh – Epstein-Barr virus gp42 inhibitors, primary screen, biochemical, uHTS, fluorescence polarization | Fluorescence polarization binding assay, mP read-out | inhibition, % (tested at 21.74 µM) | 220,000 tested, 0.42% active | Glycoprotein 42 (Epstein-Barr virus (strain AG876)), Q1HVG2 | AID 1085, 2008; in the data active = inhibition above about 50%
# Thrombin inh – human alpha-thrombin inhibitors, primary screen, counter-screen for coagulation protease inhibitor project, biochemical, 1536-well, fluorogenic AMC substrate; 220,000 tested, 0.26% active; inhibition, % at 5 µM; Boc-VPR-AMC fluorogenic substrate cleavage;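 active = inhibition at or above 40%; inactive = inhibition below 40%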;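 note: 0% = enzyme with no compound and 100% = wells without enzyme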
#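 Material: human alpha-thrombin protein; Also added: Boc-VPR-AMC substrate, 15 µM final; Timing: enzyme reaction carried out at room temperature; Signal: fluorescence, ex 355 nm, em 460 nm; Measure: % inhibition of thrombin; Controls: enzyme without compound as high, wells lacking enzyme as low.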
# KCC2 mod – KCC2 cotransporter modulators, thallium flux, primary screen, cell-based, HEK293 KCC2, FluoZin-2 fluorescence, MLSMR; Solute carrier family 12 member 5 (Homo sapiens), Q9H2X9; KCC2 cells, thallium flux FluoZin-2 fluorescence; B-score of Tl+ flux slope (higher = more flux/activation; lower = inhibition) at 10 µM; 190,000 tested, 2.2% active; AID 1456, 2008;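 active = thallium flux slope and its plate-corrected score both differing from the plate sample mean at a set confidence after two filtering rounds, in either direction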;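 note: slope of fluorescence scaled to starting intensity during 10 to 20 s after thallium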
# p47phox inh – p47phox/p22phox peptide binding inhibitors, primary screen, biochemical, uHTS, NADPH oxidase regulatory subunit; Neutrophil cytosol factor 1 (Homo sapiens), P14598; fluorescence polarization, 2 h; inhibition, % at 24.7 µM; 220,000 tested, 0.53% active; AID 1274, 2008;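 note: 0% = p47phox with labelled peptide and 100% = labelled peptide alone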
# Target sequence (P14598 whole entry, looked up): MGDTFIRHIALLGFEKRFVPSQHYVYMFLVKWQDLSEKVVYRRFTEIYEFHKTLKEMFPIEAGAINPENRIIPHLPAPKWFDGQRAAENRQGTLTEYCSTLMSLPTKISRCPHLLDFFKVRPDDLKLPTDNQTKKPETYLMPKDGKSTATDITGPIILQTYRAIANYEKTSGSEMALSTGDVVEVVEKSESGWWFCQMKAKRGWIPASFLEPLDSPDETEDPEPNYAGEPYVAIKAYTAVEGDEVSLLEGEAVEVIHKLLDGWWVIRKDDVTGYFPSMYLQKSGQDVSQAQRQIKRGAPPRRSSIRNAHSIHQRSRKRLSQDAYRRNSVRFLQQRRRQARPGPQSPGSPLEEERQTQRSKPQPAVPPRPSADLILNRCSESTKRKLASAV
# Rad51 HR inh – human RAD51 strand exchange inhibitors, primary screen, biochemical, fluorescence | DNA repair protein RAD51 homolog 1 (Homo sapiens), Q06609 | hRad51 DNA strand exchange, fluorescence dequenching | inhibition, % at 10 µM | 200,000 tested, 0.085% active | AID 1385, 2008;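 active = inhibition above 40% at the single screening dose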;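 note: 0% = DMSO control wells and 100% = blanks with heterologous ssDNA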
# Target sequence (Q06609 whole entry, looked up): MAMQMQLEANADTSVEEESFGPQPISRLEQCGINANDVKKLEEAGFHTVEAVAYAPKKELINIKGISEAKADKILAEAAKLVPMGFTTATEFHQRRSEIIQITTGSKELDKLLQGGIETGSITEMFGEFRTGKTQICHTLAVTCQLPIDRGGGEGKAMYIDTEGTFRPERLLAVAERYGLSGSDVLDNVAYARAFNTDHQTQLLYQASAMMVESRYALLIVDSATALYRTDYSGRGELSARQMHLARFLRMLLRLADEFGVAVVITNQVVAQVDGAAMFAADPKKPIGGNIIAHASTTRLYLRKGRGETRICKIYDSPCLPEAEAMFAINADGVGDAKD
#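 material = hRad51 filaments on single-stranded DNA | timing = filaments 15 min 37 °C, then compound 30 min | signal = FRET fluorescence dequenching, excitation 485 nm, emission 520 nm | benchmarks = control wells and blank wells on each plate | evaluation = percent inhibition relative to plate controls and blanks | compound = 10 µM final, single point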
# Furin inh – human furin inhibitors, primary screen, biochemical, fluorescence intensity; purified furin, fluorogenic substrate cleavage; inhibition, % at 30 µM; 220,000 tested, 0.061% active; AID 463115, 2010; in the data active = inhibition above about 25%; note: inactives centre near -15
# 14-3-3 Bad inh – inhibitors of 14-3-3 zeta/Bad binding, primary screen, biochemical, TR-FRET, bovine 14-3-3 zeta; TR-FRET 14-3-3zeta/Dy647-pBad peptide displacement, 1 h; inhibition, % at 21.7 µM; 220,000 tested, 0.71% active; AID 781, 2007;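 active = inhibition above about 70%, limit read from the data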;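 note: 0% = full 14-3-3 plus peptide FRET controls and 100% = background without 14-3-3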
# Target sequence (P63103 whole entry, looked up): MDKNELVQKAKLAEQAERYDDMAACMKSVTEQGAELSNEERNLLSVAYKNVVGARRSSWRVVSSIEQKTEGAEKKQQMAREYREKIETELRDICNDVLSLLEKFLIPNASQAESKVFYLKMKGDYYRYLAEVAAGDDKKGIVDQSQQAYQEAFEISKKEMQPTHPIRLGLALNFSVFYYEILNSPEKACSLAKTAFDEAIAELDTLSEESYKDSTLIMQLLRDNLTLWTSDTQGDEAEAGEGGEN
# eIF4E-4G inh – eIF4E–eIF4G protein interaction inhibitors, primary screen, biochemical, uHTS, TR-FRET, eIF4GI fragment | 220,000 tested, 0.37% active | TR-FRET eIF4E-eIF4GI(517-606) binding, 2 h | inhibition, % at 21.7 µM | Eukaryotic translation initiation factor 4E (Mus musculus) + Eukaryotic translation … | AID 782, 2007;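 note: 0% = full FRET control wells and 100% = background wells lacking eIF4GI fragment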
# KLK5 inh – human KLK5 protease inhibitors, primary screen, biochemical, 1536-well; Kallikrein-5 (Homo sapiens), Q9Y337; inhibition, % at 5 µM; AID 873, 2007; recombinant hK5, fluorogenic AMC substrate cleavage; 210,000 tested, 0.59% active;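 active = inhibition of 40% or more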;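 note: 0% = enzyme controls without compound and 100% = no-enzyme blanks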
# * hit, by the source's call; . = no result given; [ ] = dose if it differs, or a comment.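 Rule for the calls, unless noted: active = inhibition above about 30% (limit read from the data); inactive = the rest.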
SMILES,EBV gp42 inh,Thrombin inh,KCC2 mod,p47phox inh,Rad51 HR inh,Furin inh,14-3-3 Bad inh,eIF4E-4G inh,KLK5 inh
CC(C)(C)c1nnc(N/N=C/c2ccccc2)n(N)c1=O,-11,-7,-0.62,-2,10,-7,-13,-5[fluorescence artefact?],-18
CCn1nnnc1NCc1cccn1C,-7,5,-0.02,-11,9,-22,0,-2,-19
Cc1ccc(SCc2nnc(N)s2)cc1,-8,-3,0.012,-6,1,-19[20 µM],13,-1,-8
CC(=O)c1ccccc1NC(=O)COC(=O)c1ccccc1NC(=O)c1ccccc1,-31,7,-0.053,-4,-2,-18,-4,4,2
Cc1cccc2[nH]c(SCC(=O)N3CCOCC3)nc12,7,1,1.1,5,.,-25,-6,0,0
CC(C)(C)S(=O)(=O)c1cnc2c(-c3ccc(Cl)cc3)cnn2c1N,-5,0,0.42,10,-1,-18[20 µM],9[fluorescence artefact?],-10,-10
O=C(NCC1CCCO1)c1ccc(CS(=O)(=O)Cc2ccc(F)cc2)o1 (stereo unspecified),-6,-2,.,1,-9,-4,-6,6,-2
CCc1cccc(CC)c1NC(=O)c1ccccc1,3,-2,0.21,-8,-30,-18,-7,0,1
CCCCSc1nc(N)c(NC(=O)c2ccco2)c(=O)[nH]1,11,-8,.,-5,5,-21,-5,-3,31
CCN1CCN(C(c2ccc(OC)c(OC)c2)c2nnnn2C(C)(C)C)CC1 (stereo unspecified),-12,-3,0.57,9,7,-19,32[fluorescence artefact?],-1,-6
N#CCCN(C(=O)CSc1nc(-c2ccccc2)cn1N)c1ccc(F)cc1,-6,2,.,-9,2,-9[20 µM],0,2,2
COC(=O)Nc1nc2c(C)cccc2s1,-14,1,-0.24,-14,5,-12[20 µM],0,6,-13
CCNc1ccc(C(=O)NN=C2CCCC2)cc1[N+](=O)[O-],-12,11,0.024,-5,20,-15,-5,-1,6
Cc1[nH]n(-c2ccccc2)c(=O)c1/C=N\NC(=O)C1COc2ccccc2O1 (stereo unspecified),-1,-5,-1.4,-7,-1,2,-5,10,-36
CCOC(=O)C1CCN(C(=O)c2ccc3c(SCC(=O)O)c4c(nc3c2)CCCC4)CC1,-9,2,0.49,-2,-20,-10,-1,0,-8
S=c1[nH]nc(-c2ccc3ccccc3n2)n1-c1ccc2c(c1)OCCO2,-16,-2,0.58,-4,23,-11,3,3,-1
CCC(C(=O)OC)(C(=O)OC)c1ccc([N+](=O)[O-])cc1,4,-1,0.81,7,-3,-18,-6,4,0
COCCn1nnnc1C(C(C)C)N(Cc1ccccc1)Cc1cc2cc(OC)ccc2[nH]c1=O (stereo unspecified),11,-2,1.1,2,11,-10,-10,-1[fluorescence artefact?],-15
COc1ccc(OC)c(NC(=O)CSc2nc3c(c(=O)n(C)c(=O)n3C)n2C)c1,-9,0,.,-3,2,0,-8[fluorescence artefact?],1[fluorescence artefact?],-6
Cc1ccc(-c2n[nH]c(=S)n2-c2ccccc2)cc1,-14,-1,0.46,6,7,-6[20 µM],7,-1,-7
COc1ccc2c(C)cc(SCC(=O)Nc3ccc(Cl)cn3)nc2c1,-24,-4,0.42,-36,-21,-9,-19[fluorescence artefact?],2,-21
Cc1nn(-c2ccccc2)c2sc(C(=O)N3CCOCC3)cc12,3,-6,.,-9,2,-4[20 µM],5,6,3
CCc1nnc(NC(=O)c2sc3nc4c(cc3c2N)CCCCC4)s1,4,-9,-1.2,22,-4,-9,14[fluorescence artefact?],-2,-14
CC[C@@H](C)[C@@H](C(=O)N1CCN(C(=O)OC(C)(C)C)CC1)n1cc(CCC(=O)O)nn1,-5,0,3.7*,4,-8,-33,0,-3,1
Cc1cc(NC(=O)c2ccc(-c3ccccc3F)o2)no1,-3,-5,-2,-6,.,-23,-3,5,.
Cc1ccc(C)c(OCC(=O)Nc2ccc3c(c2)OCO3)c1C,-16,0,-1.6,-5,-7,1[20 µM],-6,-3[fluorescence artefact?],-26
Cn1c(-c2ccc(F)cc2)cnc1SCC(=O)Nc1ccccc1N1CCOCC1,-28,3,.,14,-2,-17[20 µM],-8,2[fluorescence artefact?],-1
Cc1cc(C)c(S(=O)(=O)NCC(=O)O)cc1C,-3,0,.,5,-1,-15[20 µM],.,.,-5
Clc1ccc(-c2nc(-c3ccccn3)no2)cc1Cl,-3,-2,-0.18,10,-11,-20,13,3,-17
Cc1nn(C)c(C)c1/C=N/NC(=O)C(C)(C)Oc1ccc(Cl)cc1,-20,12,0.21,-7,-3,-19[20 µM],-2,3,5
CC(C)(CO)NCc1cc(Br)ccc1OCc1ccccc1,-1,0,-0.41,-6,-3,-24[20 µM],12,10,-10
CC(=O)NC(Cc1ccccc1)C(=O)NC1CCN(C(=O)c2cnccn2)CC1 (stereo unspecified),-17,0,0.65,-8,-6,-21[20 µM],11,-1,2
Cn1c2ccccc2c(=O)c2c(=O)n(-c3ccccc3)c(-c3ccc(C(C)(C)C)cc3)nc21,-3,1,0.051,17,3,-5,7,9,3
Fc1cccc(Nc2cc(-n3cccn3)ncn2)c1,-8,0,.,-3,-14,-6[20 µM],1,-2,-2
CC(=O)NC1=NN(C(C)=O)C(C)(c2ccc(C)cc2)S1 (stereo unspecified),-16,-11,0.068,-9,-2,-6,-18,-4,-22
Cc1ccc2oc(=O)cc(/C=C/c3ccccc3)c2c1,12,-5,-1.2,-6,.,-17,5,0,-11
NNC(=O)C(Cc1ccccc1)NC(=O)OCc1ccccc1 (stereo unspecified),-7,-7,.,0,19,-17,8,1,7
O=c1c(C=NCCCn2ccnc2)c(-c2ccccc2)[nH]n1-c1nc2ccccc2s1,6,5,.,-44,-9,4[20 µM],-5,-3,-5
COC(=O)c1cc(OC)c(OC)cc1NC(=O)c1ccc(OC)cc1,-17,3,-0.54,2,1,-12[20 µM],-5,-7[fluorescence artefact?],-9
Cn1cccc1/C=N/NC(=O)c1ccc(OC(F)(F)C(F)F)cc1,-6,-7,-0.037,-18,9,-4,-10,10[fluorescence artefact?],-15
Cc1ccc(Oc2ccc(C(F)(F)F)cc2[N+](=O)[O-])c([N+](=O)[O-])n1,1,-3,0.3,0,20,-19,0,6,1
COCCOC(=O)c1c(NC(=O)CN2c3ccccc3CC2C)sc(C(N)=O)c1C (stereo unspecified),-13,-5,-1.9,-24,-4,-21,-3,0,-4
CCOC(=O)c1ccccc1NC(=O)Cc1sc(-c2cccnc2)nc1-c1ccc(C)cc1,-38,-5,-0.027,-85,-2,-1,-47,-2[fluorescence artefact?],-13
CCNc1nc(NCC)nc(N(C)n2cnnc2)n1,-8,-2,0.49,-13,-8,-19,-2[fluorescence artefact?],1,-10
Cc1ccccc1Nc1nnc(SCC(=O)N(C)C2CCS(=O)(=O)C2)s1 (stereo unspecified),-20,-10,-0.53,-15,7,-2,-13,-3,-13
COC(=O)CSc1nc(N2CCOCC2)c2c(c1C#N)CCCC2,-5,-5,-1.2,-9,.,-20,9,3,0
O=C(Nc1ccccc1)O/N=C/c1ccncc1,-6,2,-0.29,-5,1,-2,13,1,10
O=C(NC(=S)Nc1nc(-c2ccccc2)cs1)c1cncc(Br)c1,-24,3,0.7,-13,5,-26[20 µM],-4,-3,-14
CCOc1ccccc1OCC(=O)Nc1ccc(S(=O)(=O)N(C)C)cc1,-17,5,-0.53,-18,.,-31,2,5,7
CCOC(=O)Nc1ccc2c(c1)N(C(=O)N(CC)CC)c1ccccc1CC2,0,-5,-1.4,-3,.,8,6,4[fluorescence artefact?],-8
COc1ccc2oc(C(=O)c3ccccc3)c(NC(=O)CN3CCN(C)CC3)c2c1,-18,-19,0.9,-12,.,-12,3,3[fluorescence artefact?],-4
CCOc1cc(/C=N/O)cc(Cl)c1OC,-21,0,-0.14,-6,7,-17[20 µM],3,-5[fluorescence artefact?],-2
C=CCN1C(=O)/C(=C/c2ccc(OC(C)=O)c(OCC)c2[N+](=O)[O-])SC1=S,-25,-4,-3.4*,-86,-28,-11,1,0,14
CC1CCCC(C)N1/N=C/c1ccccc1OC(F)F (stereo unspecified),-10,1,-0.14,-3,-26,-34,-8,-1,-4
C=CCn1c(SCC(=O)Nc2nnc(CC)s2)nnc1-c1ccco1,-4,1,-0.17,-7,-4,-17,-2,0,-6
CCOc1cc(CN2CCN(c3ccc(C(C)=O)cc3)CC2)ccc1OC,6,2,-0.064,-3,-4,-12,89*,10,-8
CCOc1ccc(OCC)c(S(=O)(=O)N2CCC(C)CC2)c1,-5,-3,0.52,-3,.,-7[20 µM],0,7,0
C=C(C)C1CC=C(C)/C(=N\NC(=O)CCc2ccccc2)C1 (stereo unspecified),3,-12,-0.99,-6,8,-20,-13,16,-9
COc1ccc(Nc2cc(C)nc3ccccc23)cc1,-25,2,1.3,-10,1,-9[20 µM],12,0[fluorescence artefact?],1
COc1ccc(CN2CCN(Cc3ccon3)CC2CCO)c(C)c1C (stereo unspecified),-1,-3,-0.47,-4,-7,-19,1,2,-3

# Remaining list, next part.
SMILES,EBV gp42 inh,Thrombin inh,KCC2 mod,p47phox inh,Rad51 HR inh,Furin inh,14-3-3 Bad inh,eIF4E-4G inh,KLK5 inh
CCc1ccc(-c2nn(-c3ccccc3)cc2C2SCC(=O)N2Cc2ccco2)cc1 (stereo unspecified),-4,-1,1,-13,.,-12[20 µM],1,3,0
CN(C)S(=O)(=O)c1cccc(NC(=O)COC(=O)c2cn(-c3ccccc3)nc2-c2ccccc2)c1,-24,-6,-0.42,-26,.,-20,12,3,-6
O=C(O)Cn1c(C(F)(F)F)nc2ccccc21,-18,9,-0.12,-2,2,-7[20 µM],11,0,28
C/C(=N/NS(=O)(=O)c1ccc(C)cc1)c1ccc(NC(=O)C(F)(F)F)cc1,4,-10,1.2,-13,-5,-18,2,-2,-16
CCOc1ccc(N2C(=O)CC(Sc3nc(-c4cccs4)cc(C(F)(F)F)c3C#N)C2=O)cc1 (stereo unspecified),-24,2,-0.32,-26,3,-24[20 µM],-14[fluorescence artefact?],-39,-8

# Full records, looked up by structure. Order of values: EBV gp42 inh, Thrombin inh, KCC2 mod, p47phox inh, Rad51 HR inh, Furin inh, 14-3-3 Bad inh, eIF4E-4G inh, KLK5 inh
# CCc1ccc(-c2nn(-c3ccccc3)cc2C2SCC(=O)N2Cc2ccco2)cc1 (stereo unspecified) reads -4, -1, 1, -13, ., -12[20 µM], 1, 3, 0
# CCOc1ccc(N2C(=O)CC(Sc3nc(-c4cccs4)cc(C(F)(F)F)c3C#N)C2=O)cc1 (stereo unspecified) reads -24, 2, -0.32, -26, 3, -24[20 µM], -14[fluorescence artefact?], -39, -8
# C/C(=N/NS(=O)(=O)c1ccc(C)cc1)c1ccc(NC(=O)C(F)(F)F)cc1 reads 4, -10, 1.2, -13, -5, -18, 2, -2, -16
# CN(C)S(=O)(=O)c1cccc(NC(=O)COC(=O)c2cn(-c3ccccc3)nc2-c2ccccc2)c1 reads -24, -6, -0.42, -26, ., -20, 12, 3, -6
# O=C(O)Cn1c(C(F)(F)F)nc2ccccc21 reads -18, 9, -0.12, -2, 2, -7[20 µM], 11, 0, 28
